Bioassay records (PubChem)
CHX counter = counter-screen for Shiga toxin inhibitors: cycloheximide protein synthesis inhibition. cell reporter, cycloheximide protein synthesis inhibition counterscreen. actives 12% (n = 300,000). max response, %; in the data active = max response mostly above about 13%, no sharp cut-off; inactive = mostly below about 14%; also: read at 38.3 µM for the half of the compounds with a filed dose; 0% is about no effect
Pf growth 48h = inhibits P. falciparum growth in the first generation, 48 h | P. falciparum luciferase growth in erythrocytes, 48 h | Potency, µM (series often up to 28.7 µM), without a hit: at the top dose activity change, negative = inhibition, hits mostly inhibitors | actives 5.9% (n = 310,000) | AID 504832; also: potency is read from the fitted curve at half-maximal effect; % is scaled to controls: 0 for no effect and ±100 for the full control effect
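First compound was added to culture medium, then infected red cells at 0.1% parasitemia and 2% hematocrit (final). After incubation at 37 C under 5% CO2, luciferase detection reagent was dispensed and light output recorded.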
Shiga toxin inh = inhibitors of Shiga toxin in Vero cells. actives 9.2% (n = 290,000). inhibition, % at 38.7 µM. AID 2315. Vero cells, Shiga toxin protein synthesis inhibition reporter; in the data active = inhibition mostly above about 28%, no sharp cut-off; inactive = mostly below about 43%; also: 0% is about no effect
Pf growth 96h = inhibits malaria parasite growth, 96 h; P. falciparum luciferase reporter growth, 96 h; Potency, µM (doses to about 28.7 µM), without a hit: at the top dose activity change, negative = inhibition, hits mostly inhibitors; actives 6.9% (n = 320,000); also: potency is read from the fitted curve at half-maximal effect; % is scaled to controls: 0 for no effect and ±100 for the full control effect
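Compounds incubated with erythrocytes infected by luciferase-expressing P. falciparum (2% hematocrit, 0.05% parasitemia final) for 96 hours, 37 C in 5% CO2. Growth inhibition scored as decreased luciferase luminescence.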
HCV inh = blocks hepatitis C virus; Huh7.5.1 HCVcc-Cre infection, luciferase reporter, 44 h; Potency, µM (top dose mostly 41.8 µM), for the others: at the highest dose activity change, negative = inhibition, actives largely listed as inhibitors; actives 3.4% (n = 340,000); AID 651820; also: potency is read from the fitted curve at half-maximal effect; % is scaled to controls: 0 for no effect and ±100 for the full control effect
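Seed cells (1,000/well) for 4 h; treat with compound and infect with HCVcc-Cre, moi about 0.5. Incubate 44 h, then detect luciferase activity.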
FBPA Giardia inh = blocks Giardia fructose-bisphosphate aldolase activity; A8B2U2; Potency, µM (top dose mostly 59.6 µM), without a hit: top-dose activity, negative = inhibition, actives largely listed as inhibitors; purified Giardia FBPA; actives 0.71% (n = 290,000); also: potency is read from the fitted curve at half-maximal effect; % is scaled to controls: 0 for no effect and ±100 for the full control effect; nearly all actives have a fitted effect of over 55% in size
Target sequence (A8B2U2 whole entry, looked up): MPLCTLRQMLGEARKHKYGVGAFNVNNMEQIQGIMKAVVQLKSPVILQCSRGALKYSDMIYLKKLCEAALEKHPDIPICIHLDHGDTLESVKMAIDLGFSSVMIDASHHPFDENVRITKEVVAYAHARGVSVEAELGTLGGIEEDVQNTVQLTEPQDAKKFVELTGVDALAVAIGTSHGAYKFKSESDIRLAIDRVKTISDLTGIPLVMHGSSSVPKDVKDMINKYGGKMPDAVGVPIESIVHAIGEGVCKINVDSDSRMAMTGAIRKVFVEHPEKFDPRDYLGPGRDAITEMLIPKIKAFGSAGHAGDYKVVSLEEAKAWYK
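Giardia FBPA (40 nM reagent) was preincubated 10 min at RT with compound (up to 57.5 uM final), then substrate plus GAPDH/TPI/NAD/arsenate coupling system with diaphorase/resazurin was added; resorufin fluorescence (525/598 nm) was read after 20 min.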
An asterisk follows results filed as active; [ ] = remark or other dose. Unless noted, calls follow the shape of the dose curve; as a rule, active = well fitted curve in the direction sought with a large enough effect; inconclusive = small, poorly fitted or top-dose-only effect, or another doubt; inactive = no such curve, though single readings can be large; an effect the other way counts as inactive or inconclusive.

`O/N=C(/Cc1ccccn1)c1ccccc1` gave CHX counter 10.0, Pf growth 48h -6.0%, Shiga toxin inh -19.7, HCV inh 6.4% and FBPA Giardia inh -1.4%.
O=C(O)CC/C(=C\c1ccccc1[N+](=O)[O-])c1nc2ccccc2s1 was read as CHX counter 4.1, Pf growth 48h 146.9%[activator], Shiga toxin inh -8.6, Pf growth 96h 15.1%, HCV inh 14.3% and FBPA Giardia inh 8.7%.
For O=C1N(Cc2ccccc2)c2ccccc2C12OCCO2 the results were CHX counter -0.4, Pf growth 48h -1.9%, Shiga toxin inh 2.4, Pf growth 96h -14.6%, HCV inh 2.8% and FBPA Giardia inh 3.3%.
`CCCOc1ccc(NCC(=O)Nc2ccc(C)cc2C)cc1` gave CHX counter 3.4, Pf growth 48h -29.0%, Shiga toxin inh 18.5, Pf growth 96h inconclusive, HCV inh 2.2% and FBPA Giardia inh inconclusive.
`CCOC(=O)C1(Cc2cccc(F)c2)CCN(C(=O)C2CCC2)CC1` gave CHX counter -0.3, Pf growth 48h -28.4%, Shiga toxin inh 19.5, Pf growth 96h inconclusive, HCV inh 1.0% and FBPA Giardia inh -0.2%.
For Cc1cc(-c2[nH]nc3c2C(c2ccsc2)C(C#N)=C(N)O3)c(C)s1 (stereo not drawn) the results were CHX counter -5.4, Pf growth 48h 2.0%, Shiga toxin inh -8.4, HCV inh inconclusive and FBPA Giardia inh -15.0%.
For CCCC[n+]1c(C)sc2cc(OC)ccc21 the results were CHX counter 1.1, Pf growth 48h -1.1%, Shiga toxin inh -7.1, Pf growth 96h 24.5%, HCV inh 5.9% and FBPA Giardia inh -1.5%.
`CC(C)c1ccccc1NC(=O)CN1C(=O)c2ccccc2C1=O` gave CHX counter -1.8, Pf growth 48h 27.3%, Shiga toxin inh -5.7, Pf growth 96h -8.2%, HCV inh 10.8% and FBPA Giardia inh 12.7%.
Screening Cc1cc(-c2ccc(C(C)C)c(S(=O)(=O)N3CC(=O)Nc4ccccc43)c2)on1 returned CHX counter -6.7, Pf growth 48h inconclusive, Shiga toxin inh -15.9, Pf growth 96h 17.4%, HCV inh 2.0% and FBPA Giardia inh 4.0%.
Screening O=C(Cc1ccc(F)cc1)Nc1nnc(-c2ccc(F)cc2)o1 returned CHX counter 19.1, Pf growth 48h inconclusive, Shiga toxin inh 1.6, Pf growth 96h inconclusive, HCV inh 3.4% and FBPA Giardia inh 20.8%.
Screening CCN1CCN(c2ccc(N)c(C)c2)CC1 returned CHX counter -0.8, Pf growth 48h inconclusive, Shiga toxin inh 15.1, Pf growth 96h inconclusive, HCV inh -2.1% and FBPA Giardia inh -17.1%.
CCCCC1=CC2=C(c3ccco3)C(=O)C(C)(OC(=O)c3ccc(OC)cc3)C(=O)C2=CN1CCN1CCOCC1 (stereo not drawn) was read as CHX counter -2.8, Pf growth 48h inconclusive, Shiga toxin inh 11.3, Pf growth 96h 10.4µM*, HCV inh -12.4% and FBPA Giardia inh inconclusive.
Screening O=C(Cn1cnc2ccccc2c1=O)c1ccc2ccccc2c1 returned CHX counter 56.4*, Pf growth 48h 71.3%[activator], Shiga toxin inh 68.4*, Pf growth 96h 28.8%, HCV inh -29.5% and FBPA Giardia inh 5.6%.
`COc1ccc(NC(=O)c2nc(C)c(C3(C)CC(c4cccnc4)=NO3)s2)cc1` (stereo not drawn) gave CHX counter -0.7, Pf growth 48h inconclusive, Shiga toxin inh -2.3, Pf growth 96h inconclusive, HCV inh inconclusive and FBPA Giardia inh -1.0%.
`Cc1ccc(C)c(OCC(=O)N(Cc2nnc(-c3ccccc3Cl)o2)C2CC2)c1` gave Pf growth 48h inconclusive, Pf growth 96h -0.7% and HCV inh -15.0%.
CN(C1CCCCC1)S(=O)(=O)c1cccc2nsnc12 was read as CHX counter 0.7, Pf growth 48h 24.4%, Shiga toxin inh 15.7, Pf growth 96h inconclusive, HCV inh -3.4% and FBPA Giardia inh 16.1%.
C#CCOCCOCCOCCNc1nc(N2CCN(C(=O)CCCCCCCCCCNC(=O)Cn3cc(CCCCCN)nn3)CC2)nc(N2CCN(C(=O)CCCCCCCCCCNC(=O)[C@H]([C@@H](C)CC)n3cc(CCCCCN)nn3)CC2)n1 was read as Pf growth 48h 10.4µM*, Pf growth 96h inconclusive and HCV inh inconclusive.
CC1CCCC(NC(=O)c2ccc3c(c2)NC(=O)CS3)C1C (stereo not drawn) was read as CHX counter 7.2, Pf growth 48h -2.9%, Shiga toxin inh -4.1, Pf growth 96h 9.1% and HCV inh 0.5%.
Screening Cc1ccc(N2C(=O)C(Cl)=C(N3CCOCC3)C2=O)cc1Cl returned CHX counter 3.9, Pf growth 48h -21.1%, Shiga toxin inh 12.4, Pf growth 96h 63.4%[activator], HCV inh 6.6% and FBPA Giardia inh 3.3%.
For CC(C(=O)Oc1ccc2c(c1)OCO2)N1C(=O)c2ccccc2C1=O (stereo not drawn) the results were CHX counter 1.1, Pf growth 48h -15.5%, Shiga toxin inh -2.7, Pf growth 96h 2.5% and FBPA Giardia inh 4.2%.
Screening S=c1[nH]nc(CNc2ccc(Cl)cc2)n1Cc1ccccc1 returned CHX counter -3.9, Pf growth 48h 21.5%, Shiga toxin inh -13.9, Pf growth 96h 29.1%, HCV inh 19.9% and FBPA Giardia inh 4.3%.
`O=C(OCC(=O)N1c2ccccc2Sc2ccccc21)c1cccnc1` gave CHX counter 1.6, Pf growth 48h 0.0%, Shiga toxin inh -5.4, Pf growth 96h inconclusive, HCV inh 5.5% and FBPA Giardia inh 1.2%.
Screening CC(=O)c1cn(CC(=O)Nc2ccc(C)cc2C)c2ccccc12 returned CHX counter 0.9, Pf growth 48h inconclusive, Shiga toxin inh -6.9, HCV inh 5.62µM* and FBPA Giardia inh 3.7%.
For OCCn1nc2c3ccccc3nc-2n(-c2ccccc2)c1=S the results were CHX counter -6.8, Pf growth 48h -0.5%, Shiga toxin inh -6.2, Pf growth 96h 2.3%, HCV inh 1.6% and FBPA Giardia inh -17.8%.
For COc1ccc(-c2noc(C(C)n3nc(C)c([N+](=O)[O-])c3C)n2)cc1OC (stereo not drawn) the results were CHX counter -1.7, Pf growth 48h -15.3%, Shiga toxin inh -14.3, Pf growth 96h inconclusive, HCV inh -8.1% and FBPA Giardia inh 2.3%.
For CC(=O)c1cccc(CN2CCCC(CCC(=O)NCc3ccccc3F)C2)c1 (stereo not drawn) the results were CHX counter 2.5, Pf growth 48h -24.9%, Shiga toxin inh -13.8, Pf growth 96h inconclusive, HCV inh 0.7% and FBPA Giardia inh 1.3%.
COC(=O)C1=CN(Cc2ccccc2)C=C(C(=O)OC)C1c1ccc(OC)c(OC)c1 was read as CHX counter -1.2, Pf growth 48h inconclusive, Shiga toxin inh -7.8, Pf growth 96h 0.0%, HCV inh inconclusive and FBPA Giardia inh -11.3%.
For c1cnc(N2CCNCC2)nc1 the results were CHX counter -1.6, Pf growth 48h 22.9%, Shiga toxin inh -2.8, Pf growth 96h -3.6%, HCV inh -11.0% and FBPA Giardia inh -14.6%.
Screening CN(C)C1N(C(=O)c2ccccc2)N=C2c3ccccc3S(=O)(=O)N21 (stereo not drawn) returned CHX counter 0.7, Pf growth 48h -1.8%, Shiga toxin inh 24.3, Pf growth 96h -0.6%, HCV inh -10.9% and FBPA Giardia inh -7.7%.
COc1ccccc1-c1cc(C(F)(F)F)nc(S(=O)(=O)CCCC(=O)O)n1 was read as CHX counter -1.7, Shiga toxin inh -27.2, Pf growth 96h inconclusive, HCV inh 27.7% and FBPA Giardia inh 13.7%.

Reprinted at random: 2 records from the list
For c1cnc(N2CCNCC2)nc1 the results were CHX counter -1.6, Pf growth 48h 22.9%, Shiga toxin inh -2.8, Pf growth 96h -3.6%, HCV inh -11.0% and FBPA Giardia inh -14.6%.
Screening CC(=O)c1cn(CC(=O)Nc2ccc(C)cc2C)c2ccccc12 returned CHX counter 0.9, Pf growth 48h inconclusive, Shiga toxin inh -6.9, HCV inh 5.62µM* and FBPA Giardia inh 3.7%.

Other compounds
For COc1cc(/C(C)=N/NC(=O)CN2CCN(S(=O)(=O)c3ccc(C)cc3)CC2)ccc1O the results were CHX counter 0.6, Pf growth 48h inconclusive, Shiga toxin inh -7.0, Pf growth 96h -42.8%, HCV inh -3.3% and FBPA Giardia inh -7.7%.
`C#CCn1c(=NC(=O)c2cccs2)sc2cccc(OC)c21` gave CHX counter 24.0, Shiga toxin inh 99.2, Pf growth 96h inconclusive, HCV inh inconclusive and FBPA Giardia inh 2.6%.
Screening COc1ccc(CNc2nc3ccccc3n2C(C)C)c(O)c1 returned CHX counter 1.3, Pf growth 48h 11.7µM*, Pf growth 96h inconclusive, HCV inh inconclusive and FBPA Giardia inh -5.1%.
For O=C(CSc1nccn(-c2ccc(Br)cc2)c1=O)NC1CCCC1 the results were Pf growth 48h inconclusive, Pf growth 96h inconclusive and HCV inh -0.5%.
For O=C(Nc1ccccc1C(F)(F)F)c1ncn[nH]1 the results were CHX counter 5.2, Pf growth 48h 0.0%, Shiga toxin inh 19.7, Pf growth 96h 78.1%[activator], HCV inh 3.6% and FBPA Giardia inh inconclusive.
O=C(NCCc1ccccc1)C1CC(=O)N(C2CCCCC2)C1 (stereo not drawn) was read as CHX counter -2.8, Pf growth 48h 11.3%, Shiga toxin inh -4.1, Pf growth 96h 5.86µM*, HCV inh 10.5% and FBPA Giardia inh 0.0%.
Screening Cc1ccc2oc(=O)c(/C=C(\O)C(C)(C)C)nc2c1 returned CHX counter 10.2, Pf growth 48h inconclusive, Shiga toxin inh 27.9, Pf growth 96h -5.2%, HCV inh 2.8% and FBPA Giardia inh -25.5%.
For O=C(N/N=C/c1ccccn1)c1cc(-c2ccc3ccccc3c2)n[nH]1 the results were CHX counter 12.0, Pf growth 48h inconclusive, Shiga toxin inh 31.7, Pf growth 96h 38.0%[activator], HCV inh 14.9% and FBPA Giardia inh -18.1%.
For CCN1CCN(c2ccc(S(=O)(=O)N3CCOCC3)cc2NC(=O)/C=C/c2cccc(OC)c2OC)CC1 the results were Pf growth 48h inconclusive, Pf growth 96h inconclusive and HCV inh -3.3%.
Screening CCOC(=O)c1c(C)[nH]c(C(=O)/C(C#N)=C/c2ccc(OC)c(OC)c2)c1C returned CHX counter 12.5, Pf growth 48h -0.1%, Shiga toxin inh 23.5, Pf growth 96h -1.0%, HCV inh 1.9% and FBPA Giardia inh -5.5%.
Screening Cc1ccc(NC(=O)CCCc2ccccc2)nc1 returned CHX counter 43.7*, Pf growth 48h 68.0%[activator], Shiga toxin inh 88.9*, Pf growth 96h 13.5%, HCV inh 9.5% and FBPA Giardia inh 2.3%.
O=C1C2C(c3ccccc3)CC=CC2[C@H](c2ccoc2)N1Cc1ccccc1 (stereo partly drawn) was read as CHX counter -2.5, Pf growth 48h inconclusive, Shiga toxin inh 1.8, Pf growth 96h inconclusive, HCV inh inconclusive and FBPA Giardia inh 10.5%.

In the list so far, these contain two or more sulfur atoms:
For Cc1cc(-c2[nH]nc3c2C(c2ccsc2)C(C#N)=C(N)O3)c(C)s1 (stereo not drawn) the results were CHX counter -5.4, Pf growth 48h 2.0%, Shiga toxin inh -8.4, HCV inh inconclusive and FBPA Giardia inh -15.0%.
CN(C1CCCCC1)S(=O)(=O)c1cccc2nsnc12 was read as CHX counter 0.7, Pf growth 48h 24.4%, Shiga toxin inh 15.7, Pf growth 96h inconclusive, HCV inh -3.4% and FBPA Giardia inh 16.1%.
`C#CCn1c(=NC(=O)c2cccs2)sc2cccc(OC)c21` gave CHX counter 24.0, Shiga toxin inh 99.2, Pf growth 96h inconclusive, HCV inh inconclusive and FBPA Giardia inh 2.6%.
